# Screening data (PubChem BioAssay)
# aSyn rescue: qHTS of alpha-syn Inhibitors; Yeast expressing alpha-synuclein, growth rescue, BacTiter-Glo, 24 h; 0.14% of 370,000 active; Potency, µM (top dose mostly 46.1 µM), inactives show top-dose growth rescue (activation), hits mostly activators; AID 652106, 2013; further: potency means the concentration at half of the fitted maximal effect; % of control where 0% means no effect; nearly all actives have a fitted effect of over 65% in size
#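 Readout is rescue of growth in alpha-synuclein-expressing yeast, so inhibitors of toxicity appear as activators. Growth after 24 hr at 30 deg C in galactose medium is quantified by luminescence.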
# DRD3 antagonist: qHTS of D3 Dopamine Receptor Antagonist: qHTS | D3R cells, DiscoveRx beta-arrestin luminescence, antagonist mode; stronger effect = lower value | max response, negative = inhibition, % | 2.5% of 360,000 active; in the data active means max response below about -50%; inconclusive means no clear call, values can overlap the other calls; further: on the % scale 0 is the no-effect control and ±100 the full control effect; mostly tested at two doses, the higher about 12 µM
# Target sequence (P35462 whole entry, looked up): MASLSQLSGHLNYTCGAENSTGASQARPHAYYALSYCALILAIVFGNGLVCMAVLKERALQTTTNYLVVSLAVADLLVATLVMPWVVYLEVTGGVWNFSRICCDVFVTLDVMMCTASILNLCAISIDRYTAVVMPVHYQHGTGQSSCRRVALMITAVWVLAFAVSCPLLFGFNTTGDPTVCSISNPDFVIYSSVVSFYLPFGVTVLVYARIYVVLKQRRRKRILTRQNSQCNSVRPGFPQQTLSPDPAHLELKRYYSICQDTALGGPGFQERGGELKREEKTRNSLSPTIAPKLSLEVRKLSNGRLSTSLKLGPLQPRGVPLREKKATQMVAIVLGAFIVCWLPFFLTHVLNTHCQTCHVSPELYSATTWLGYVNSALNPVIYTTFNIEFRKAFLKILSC
#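 Cells plated overnight at 1500 cells/well, then exposed to library compounds with dopamine controls for 90 minutes at 37 degrees C. DiscoveRx reagent added for 30–60 minutes at room temperature; luminescence read, quantitative HTS format.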
# TDP43 rescue: qHTS of TDP-43 Inhibitors | TDP-43 expressing yeast growth rescue, BacTiter-Glo, 24 h | Potency, µM (doses to about 46.1 µM), for inactives: top-dose growth rescue (activation), most hits filed as activators | 1.8% of 410,000 active; further: potency means the concentration at half of the fitted maximal effect; % of control where 0% means no effect; nearly all actives have a fitted effect of over 50% in size
#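 Readout is BacTiter-Glo luminescence of cell growth, so inhibitors register as activators. TDP-43-expressing yeast at OD600=0.02 in galactose medium, after raffinose pregrowth to mid-log, were incubated with compound for 24 hr at 30 deg C.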
# DRD3 agonist: qHTS of D3 Dopamine Receptor Agonist: qHTS | D(3) dopamine receptor (Homo sapiens), P35462 | D3R DiscoveRx beta-arrestin cells, luminescence, 90 min | max activation, % | 0.58% of 410,000 active | AID 652048, 2013; in the data active means max activation above about 30%; further: 0% is about no effect; mostly tested at two doses, the higher about 12 µM
#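 Cells at 1500/well, incubated overnight, then treated with pinned compounds (dopamine as control) for 90 min at 37 degrees C. DiscoveRx reagent added for 30 - 60 minutes at room temperature; luminescence read.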
# FUS yeast rescue: qHTS for Suppressors of FUS Proteinopathy: Primary screen using FUS-linked yeast assay | S. cerevisiae FUS-expressing, growth rescue, OD600, 24 h | Potency, µM (doses to about 76.6 µM), for inactives: at the top dose growth rescue (activation), actives largely listed as activators | 0.24% of 390,000 active | AID 1347120, 2019;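 further: potency means the concentration at half of the fitted maximal effect; plate controls were DMSO vehicle for no effect and reference control for full effect; nearly all actives have a fitted effect of over 55% in size; some results filed as inactive show a strong effect at the top dose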
#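 Toxicity suppression screen in FUS-yeast. Cells induced with 2% galactose, starting OD 0.005, treated 24hr at 30C with compounds at multiple final concentrations; growth by OD600.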
# EPAC2 ag: qHTS for Agonist of cAMP-regulated guanine nucleotide exchange factor 4 (EPAC2): primary screen; Potency, µM (titrated, usually from 154 µM), for inactives: top-dose activation, hits mostly activators; Rap guanine nucleotide exchange factor 4 (Homo sapiens), Q8WZA2; 0.079% of 360,000 active; EPAC2 activation, biochemical qHTS; response scale: 100% = 6.5 mM cAMP response; further: potency means the concentration at half of the fitted maximal effect; nearly all actives have a fitted effect of over 50% in size
#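 Each well held 100 nM EPAC2, 250 nM RAP1B-BODIPY-GDP and 50 uM GDP. Fluorescence, read at 5-min intervals to 30 min, was referenced to a 6.5 mM cAMP positive control.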
# EPAC2 antagonist: qHTS for Antagonist of cAMP-regulated guanine nucleotide exchange factor 2 (EPAC2): primary screen; Rap guanine nucleotide exchange factor 4 (Homo sapiens), Q8WZA2; EPAC2 GEF exchange of Rap1B-BODIPY-GDP, fluorescence; Potency, µM (top dose mostly 114 µM), without a hit: at the highest dose activity, negative = inhibition, usual class: inhibitors; 0.18% of 360,000 active; AID 720708, 2013; further: potency means the concentration at half of the fitted maximal effect; on the % scale 0 is the no-effect control and ±100 the full control effect; nearly all actives have a fitted effect of over 45% in size; many of its hits are not listed in these tables
# Abeta rescue: qHTS for compounds that reverse cellular toxicity of Amyloid beta (A-beta) peptide in yeast: Primary Screen; yeast expressing A-beta42, growth rescue, OD600, 48 h; response scale: 0% DMSO, 100% iron-clioquinol control; Potency, µM (titrated, usually from 46.1 µM), for the others: at the top dose growth rescue, actives largely listed as activators; 0.063% of 410,000 active; AID 1347071, 2019; further: potency means the concentration at half of the fitted maximal effect; nearly all actives have a fitted effect of over 55% in size
#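 Yeast A-beta toxicity model in growth medium with pinned compounds, 48 h at 30 C; growth read as absorbance at 600 nm. Normalized to FeCl3/clioquinol equimolar mix (positive) and DMSO (negative).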
# * hit, by the source's call; ? = inconclusive; nt = not tested or not shown; [ ] = remark or other dose. Unless noted, the call rests on the fitted dose curve; in most records, active means well fitted curve in the direction sought with a large enough effect; inconclusive means small, poorly fitted or top-dose-only effect, or another doubt; inactive means no such curve, though single readings can be large; an effect the other way counts as inactive or inconclusive. A portion of the library. The share of hits here may be higher or lower than overall.
# The line under a structure holds: aSyn rescue	DRD3 antagonist	TDP43 rescue	DRD3 agonist	FUS yeast rescue	EPAC2 ag	EPAC2 antagonist	Abeta rescue
- Cc1cccc(CN2CCC(CNC(=O)Nc3ccccc3F)CC2)c1
  0%	-2	2%	-5	-20%	6%	-3%	0%
- CCN(CC)C(=O)c1ccc(COc2ccc(Cl)c(C)c2)o1
  14%	-21	nt	10	21%	5%	-21%	26%
- O=C(COC(=O)c1ccc([N+](=O)[O-])o1)NC1CCCc2ccccc21 (stereo unspecified)
  11%	-9	6%	-9	nt	-7%	-5%	-60%[inhibitor]
- COc1ccc(CN2CCN(Cc3ccc(C(F)(F)F)cc3)CC2)c(OC)c1
  1%	-15	-2%	-23	-17%	5%	2%	-20%
- Cc1ccc(C2C=C(c3ccccc3)Nc3nc(NS(C)(=O)=O)nn32)cc1 (stereo unspecified)
  nt	nt	5%	5	-8%	nt	nt	-1%
- O=C(Nc1ccc2c(c1)OCO2)C1CCCN1C(=O)Nc1cccc(F)c1 (stereo unspecified)
  5%	7	0%	-2	3%	-4%	-5%	22%
- COc1ccc(OC)c(CNC(=O)c2ccc(Sc3ccc(Cl)cc3)c(NC(C)=O)c2)c1
  nt	nt	25%	7	?	nt	nt	-11%
- O=C1CC(C(=O)Nc2cccc(F)c2)n2c(nc3ccccc32)N1 (stereo unspecified)
  -1%	-2	-7%	-11	25%	3%	-5%	-13%
- COc1ccc(N(C(=O)Cn2nnc3ccccc32)C2(C(=O)NC3CCCC3)CCCCC2)cc1
  15%	-7	-10%	-2	21%	14%	-4%	0%
- CC1(C)CC(NC(=O)c2cccc([N+](=O)[O-])c2)CC(C)(C)N1
  -8%	-6	-4%	-3	8%	8%	-1%	11%
- FC(F)(F)c1ccccc1NC(=S)NN=C1CCCCCC1
  -7%	-1	19%	-4	-2%	-4%	-20%	?
- O=C(O)/C=C/c1cn(Cc2ccccc2)nc1-c1cccnc1
  4%	2	11%	4	-5%	8%	8%	-2%
- N#Cc1cc([N+](=O)[O-])ccc1NCCc1ccccn1
  0%	17	16%	-2	-6%	2%	3%	-5%
- O=C(Nc1cccc(S(=O)(=O)N2CCCCCC2)c1)c1ccc(=O)[nH]c1
  6%	14	21%	1	-9%	0%	3%	-8%
- COc1ccc(S(=O)(=O)Nc2cccc(-n3cnnn3)c2)cc1
  0%	-1	13%	3	-23%	10%	0%	3%
- Cc1ccc(S(=O)(=O)NNC(=O)C2CC=CCC2C(=O)O)cc1 (stereo unspecified)
  -3%	-12	6%[9.22 µM]	1	9%	9%	15%	-5%
- CC(=O)c1ccc(N2C(=O)CC(N3CCN(S(=O)(=O)c4cc(C)ccc4C)CC3)C2=O)cc1 (stereo unspecified)
  15%	-4	8%	-4	?	6%	-12%	12%
- CCC(c1nnc(SCC(=O)Nc2ccc(C(N)=O)cc2)n1Cc1ccccc1)N(C)C (stereo unspecified)
  2%	8	2%	7	nt	6%	16%	5%
- CC[C@@H](C)[C@@H]1CN([C@@H](C)CN2CCC[C@H]2CN2C(N)=NC[C@@H]2Cc2ccccc2)C(=N)N1CCCC1CCCC1
  -16%	-1	-18%	-35	-2%	6%	14%	-20%
- CC(C)(C)NC(=O)C1(C)CCC(=O)N1C1CC1 (stereo unspecified)
  -5%	3	21%	-1	-29%	2%	3%	2%

# In a second layout: entries from further up.
SMILES | aSyn rescue | DRD3 antagonist | TDP43 rescue | DRD3 agonist | FUS yeast rescue | EPAC2 ag | EPAC2 antagonist | Abeta rescue
COc1ccc(S(=O)(=O)Nc2cccc(-n3cnnn3)c2)cc1 | 0% | -1 | 13% | 3 | -23% | 10% | 0% | 3%
CC(=O)c1ccc(N2C(=O)CC(N3CCN(S(=O)(=O)c4cc(C)ccc4C)CC3)C2=O)cc1 (stereo unspecified) | 15% | -4 | 8% | -4 | ? | 6% | -12% | 12%

# Continued:
# The line under a structure holds: aSyn rescue	DRD3 antagonist	TDP43 rescue	DRD3 agonist	FUS yeast rescue	EPAC2 ag	EPAC2 antagonist	Abeta rescue
- NCCCC[C@H]1CNC(=S)N1CC1(c2ccccc2)CC1
  -3%	4	-4%	-16	-11%	8%	-1%	-2%
- Cc1ccc(-c2cc(C(=O)N3CCN(S(=O)(=O)c4ccc(Br)cc4)CC3)[nH]n2)c(C)c1
  nt	nt	0%	4	-6%	nt	nt	-9%
- CCOCCCNc1c(CC)c(C)c(C#N)c2nc3ccccc3n12
  0%	12	30%	3	9%	0%	-11%	6%
- Nc1nnc(SCC(=O)NC2CCCCCC2)s1
  -7%	18	-16%	5	1%	-1%	-3%	4%
- Cc1ccc(COc2ccc3oc(-c4ccccc4)c(C(=O)O)c3c2)cc1
  -15%	nt	22%	7	-9%	nt	nt	11%
- CCCn1cc(S(=O)(=O)c2ccccc2)c(=O)c2cc(OC)c(OC)cc21
  11%	15	5%	-5	1%	-2%	8%	7%
- Cc1ccc(S(=O)(=O)Cc2ccc(C(=O)N3CCCCC3C)cc2)cc1 (stereo unspecified)
  5%	2	16%	11	nt	-2%	11%	-11%
- COc1ccc(-c2cc3c(=O)n(CC(=O)NC4CCN(Cc5ccccc5)CC4)ncn3n2)cc1
  -1%	-7	-6%	-4	17%	6%	-1%	2%
- CN(C)CC(=O)c1c[nH]c2ccccc12
  ?	-4	-12%	-1	-2%	-3%	-1%	-4%
- CSCCC(NC(=O)c1ccco1)C(=O)NC1CCC(C)CC1 (stereo unspecified)
  -6%	1	8%	5	4%	2%	1%	2%
- O=C(CCc1ccccc1)N1CCc2c([nH]c3ccccc23)C1c1ccc(Cl)cc1 (stereo unspecified)
  nt	nt	-16%	3	22%	nt	nt	-8%
- CC1Cn2c(C(=O)NCc3ccccc3Cl)cc3cccc(c32)S1 (stereo unspecified)
  nt	nt	12%	9	17%	nt	nt	17%
- CCOC(=O)c1ccccc1NC(=O)COC(=O)CSC(C)C(=O)Nc1cc(C)on1 (stereo unspecified)
  1%	1	13%	1	19%	0%	12%	-1%
- COc1ccc(C(C#N)(CCC#N)CCC#N)cc1OC
  1%	-22	17%	-1	1%	-2%	12%	12%
- COc1ccc(NC(=O)CCN=C2NS(=O)(=O)c3ccccc32)cc1S(=O)(=O)N(C)C
  2%	-7	13%	0	7%	9%	7%	-8%
- CN(Cc1ccccc1)C(=O)Cn1ncc2c3ccccc3n(Cc3cccc(Cl)c3)c2c1=O
  nt	nt	0%[9.22 µM]	-2	-18%	nt	nt	11%
- O=C(NNC(=O)C12CC3CC(CC(C3)C1)C2)c1ccco1
  -3%	13	-7%	3	-18%	12%	8%	6%
- CCOc1ccc(N(CC(=O)Nc2ccc(Cl)cc2)S(C)(=O)=O)cc1
  6%	0	17%	-1	-1%	3%	-2%	10%
- O=C(Nc1cccnc1)NC1CCCCC1
  -4%	-9	13%	-1	-42%	5%	1%	2%
- CC1CCN(CCOc2cccc(Br)c2)CC1
  -4%	-75*	1%	3	-3%	3%	10%	-11%

# Next section.
# The line under a structure holds: aSyn rescue	DRD3 antagonist	TDP43 rescue	DRD3 agonist	FUS yeast rescue	EPAC2 ag	EPAC2 antagonist	Abeta rescue
- CCCn1c(CCNC(=O)c2ccco2)nc2ccccc21
  -10%	-7	-12%	-10	?	16%	-21%	-1%
- CC(C)(C)OC(=O)[C@H](Cc1ccccc1)NC(=O)c1nc[nH]c1C(=O)NCCCCCN
  -5%	-7	6%	-30	3%	6%	6%	5%
- Cc1cc(C)nc(N2CCCC(C(=O)Nc3cc(F)ccc3C)C2)n1 (stereo unspecified)
  -18%	13	5%	3	nt	-7%	1%	-18%
- CCOC(=O)Cn1nc(C)c(NC(=O)c2cccc([N+](=O)[O-])c2)c1C
  -5%	-8	-25%	-9	6%	1%	17%	0%
- Cc1cc(/C=C2\SC(N)=NC2=O)c(C)n1-c1ccccc1
  -2%	2	-4%	2	33%	-1%[15.6 µM]	8%	7%
- Cc1ccc(-c2nn(Cc3ccccc3)cc2/C=C/C(=O)O)cc1C
  -1%	0	2%	-9	?	-8%	-1%	-28%
- Cc1cccn2c(CNCCCn3ncc4ccccc43)c(C(=O)N3CCCCC3)nc12
  2%	?	10%	-10	-9%	0%	3%	5%
- COc1ccccc1/C=C(/C(=O)NCCCn1ccnc1)c1ccccc1
  -2%	-18	-9%	-11	-23%	2%	-16%	11%
- C[C@H]1CN([C@@H](C)CO)C(=O)CCCn2cc(nn2)CO[C@@H]1CN(C)C(=O)c1ccncc1
  -3%	18	27%	8	-4%	3%	5%	-1%
- N#Cc1cccc(NS(=O)(=O)c2ccc(S(=O)(=O)N3CCOCC3)cc2)c1
  -2%	0	14%	-17	nt	-2%	1%	-8%
- O=C(/C=C/c1ccc(S(=O)(=O)N2CCOCC2)cc1)NCc1ccccc1
  -5%	-16	-10%	-5	-20%	-2%	1%[57.1 µM]	-20%
- O=C(COC(=O)COc1ccccc1)Nc1ccc(OC(F)(F)F)cc1
  -4%	8	-13%	2	8%	-17%	-13%	-1%
- O=C(CN1C(=O)NC2(CCCC2)C1=O)N1CCN(c2ccccc2Cl)CC1
  2%	-8	3%	-11	0%	2%	8%	-4%
- CCOC(=O)C1=CN(Cc2cccc(Br)c2)S(=O)(=O)NC1C (stereo unspecified)
  1%	4	?	-8	16%	-1%	-21%	6%
- COc1ccc2c(c1)N(C)/C(=C/c1cccc[n+]1C)S2
  -10%	3	-15%	1	1%	5%	0%	4%
- COc1ccc(C2c3ccc(O)cc3Oc3ncn4nc(-c5ccccn5)nc4c32)cc1OC (stereo unspecified)
  0%	-8	-8%	5	27%	14%	-13%	-5%
- Cc1c(C(=O)NCc2cccc(F)c2)oc2c1-c1[nH]ncc1CC2
  nt	nt	-5%	-1	23%	nt	nt	-3%
- COc1ccc(-c2ccc(-c3noc(-c4cc(OC)cc(OC)c4)n3)c(OC)n2)cc1
  nt	nt	10%	8	16%	nt	nt	-7%
- CCCNC(=O)CN1C(=O)NC(CC)(c2ccc(F)cc2)C1=O (stereo unspecified)
  0%	5	-12%	4	5%	6%	-2%	-1%
- CCSc1nc(-c2ccccc2)nc2c1Cc1c(CO)cnc(C)c1O2
  nt	nt	17%	12	-4%	nt	nt	-2%
